DNMT1 inh: human DNMT1 methyltransferase inhibitors, primary screen, biochemical, molecular beacon, fluorescence, HinP1I cleavage, uHTS. DNA (cytosine-5)-methyltransferase 1 (Homo sapiens), P26358. inhibition (reported as % activation of signal), % at 10 µM. actives 0.83% (n = 360,000). AID 588458, 2011; in the data active means inhibition above about 50%
CendR NRP1 mod: modulators of CendR peptide binding to NRP-1, primary screen, biochemical, fluorescence polarization, uHTS; FAM-RPARPAR peptide binding to NRP-1; inhibition, % at 25 µM; actives 0.85% (n = 360,000); Neuropilin-1 (Homo sapiens), O14786;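 active means inhibition or corrected inhibition above about 18%, plus a signal ratio from 0.5 to 1.5, limit read from the data, passing the limit was not always enough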; further: strong numbers were not always called active
Target sequence (O14786 whole entry, looked up): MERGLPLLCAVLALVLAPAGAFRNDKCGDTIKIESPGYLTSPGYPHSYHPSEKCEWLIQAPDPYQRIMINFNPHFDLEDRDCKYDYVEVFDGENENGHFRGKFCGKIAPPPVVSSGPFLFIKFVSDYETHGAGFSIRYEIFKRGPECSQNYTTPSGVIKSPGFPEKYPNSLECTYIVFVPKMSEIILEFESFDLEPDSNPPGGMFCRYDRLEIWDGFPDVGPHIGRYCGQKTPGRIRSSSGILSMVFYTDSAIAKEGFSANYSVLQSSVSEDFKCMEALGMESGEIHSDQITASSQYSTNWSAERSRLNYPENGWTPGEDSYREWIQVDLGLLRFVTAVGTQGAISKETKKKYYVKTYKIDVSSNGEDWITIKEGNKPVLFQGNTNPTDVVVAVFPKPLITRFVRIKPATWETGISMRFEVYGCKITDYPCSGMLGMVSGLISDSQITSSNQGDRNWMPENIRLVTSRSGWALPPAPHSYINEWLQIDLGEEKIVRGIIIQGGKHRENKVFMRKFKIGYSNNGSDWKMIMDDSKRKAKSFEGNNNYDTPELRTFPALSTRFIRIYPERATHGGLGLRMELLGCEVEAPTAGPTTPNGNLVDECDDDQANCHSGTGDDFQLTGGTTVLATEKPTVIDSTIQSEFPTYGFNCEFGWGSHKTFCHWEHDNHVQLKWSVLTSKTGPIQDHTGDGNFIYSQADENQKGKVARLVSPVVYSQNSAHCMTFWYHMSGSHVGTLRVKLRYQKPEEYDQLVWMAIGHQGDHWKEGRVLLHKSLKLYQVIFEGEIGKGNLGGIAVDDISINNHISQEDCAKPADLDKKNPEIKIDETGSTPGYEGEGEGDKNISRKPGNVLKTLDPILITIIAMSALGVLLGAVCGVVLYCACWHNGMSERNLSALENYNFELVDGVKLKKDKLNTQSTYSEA
STEP block: STEP phosphatase inhibitors, primary screen, biochemical, fluorescence intensity, uHTS; actives 0.25% (n = 360,000); recombinant STEP, OMFP fluorogenic substrate; inhibition, % at 20 µM;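 active means inhibition at 20 µM, scaled per plate between control wells, above about 37%, limit read from the data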;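 further: 0% = DMSO with enzyme and substrate and 100% = substrate only without enzyme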
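Assay system: isolated STEP enzyme. Buffer or medium: pH 6.0 Bis-Tris with DTT and Tween 20. Also added: fluorogenic phosphatase substrate OMFP at 25 µM final. Dosing: 20 µM, 1% DMSO. Timing: 20 min reaction, room temperature, in the dark. Measured by: fluorescence intensity, excitation 480 nm, emission 540 nm. Evaluation: normalized % inhibition.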
SUMO1 PPI mod: modulators of SUMO1 protein-protein interactions, primary screen, biochemical, uHTS | actives 0.33% (n = 360,000) | SUMO1 binding to a labelled peptide, TR-FRET, 1 h | AID 602429, 2012 | inhibition, % at 20 µM; in the data active means inhibition above about 37%
LMPTP block: LMPTP phosphatase inhibitors, primary screen, biochemical, fluorescence intensity, uHTS; Low molecular weight phosphotyrosine protein phosphatase (Homo sapiens), P24666; recombinant LMPTP-A, OMFP fluorogenic substrate; inhibition, % at 20 µM; actives 0.22% (n = 360,000); AID 651560, 2012;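 active means compounds that cut the enzyme signal by at least half of the control window in the single-dose screen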;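 further: plate controls were DMSO wells with enzyme plus substrate for no effect and substrate without enzyme for full effect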
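Assay system: LMPTP-A, protein tyrosine phosphatase of low molecular weight / Medium: pH 6.0 Bis-Tris buffer with DTT and Triton X-100 / Schedule: 50 min enzyme reaction at room temperature, protected from light / Measured by: endpoint fluorescence intensity from OMFP dephosphorylation / Read-out basis: % inhibition relative to no-enzyme and uninhibited control wells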
bovine MsrA act: bovine MsrA enzyme activators, primary screen, biochemical, absorbance, HTS; Methionine sulfoxide reductase A (Bos taurus); purified bovine MsrA, absorbance read-out; activation, % at 10.6 µM; actives 0.3% (n = 360,000); AID 602163, 2012; in the data active means activation above about 7.5%;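 further: 0% = vehicle and 100% = reference activator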
eLon inh: inhibitors of E. coli Lon protease, primary screen, biochemical, fluorescence polarization. P0A9M0. purified E. coli Lon protease. inhibition, % at 7.94 µM. actives 0.42% (n = 360,000). AID 602123, 2011; in the data active means inhibition above about 13%, passing the limit was not always enough;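 further: 0% = enzyme with probe and DMSO and 100% = no enzyme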
Scp1 inh: Scp-1 phosphatase inhibitors, primary screen, biochemical, colorimetric, uHTS | Carboxy-terminal domain RNA polymerase II polypeptide A small phosphatase 1 (Homo … | Recombinant Scp1, phosphopeptide, malachite green phosphate absorbance | inhibition, % at 20 µM | actives 0.88% (n = 340,000);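 active means inhibition above about 50% at 20 µM, limit read from the data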;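 further: plate controls were DMSO wells with enzyme for no effect and wells lacking enzyme for full effect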
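Material – SCP-1 phosphatase catalytic domain, residues 76-261 · Buffer or medium – Acidic Tris acetate buffer with magnesium and detergent · Also added – Phospho 17-mer peptide substrate · Compound – single 20 µM dose, 1% DMSO · Times – 45 min room-temperature reaction, 5 min colour, 30 min stabiliser · Technique – Phosphate-binding colour reagent, absorbance read at 630 nm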
TbMetRS inhib: T. brucei MetRS inhibitors, primary screen, biochemical, luminescence | methionyl-tRNA synthetase (Trypanosoma brucei brucei) | purified T. brucei MetRS, ATP depletion, Kinase-Glo luminescence | inhibition, % at 11.9 µM | actives 0.4% (n = 360,000) | AID 624268, 2012;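 active means inhibition above a per-plate cutoff of the control wells' mean inhibition plus 3 SD, cut at about 5.5% in these data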;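 further: 0% = DMSO wells median and 100% = median of wells with control inhibitor compound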
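Dosing: 11.9 µM compound single dose, 0.9% DMSO; Assay system: purified T. brucei MetRS enzyme; Measured by: Kinase-Glo luciferase luminescence reporting remaining unconsumed ATP; Schedule: 15 min plus 2 h at 25 °C.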
MsrA inhibitor: bovine MsrA enzyme inhibitors, primary screen, biochemical, absorbance, HTS; actives 0.75% (n = 360,000); Methionine sulfoxide reductase A (Bos taurus); inhibition, % at 15.5 µM; purified bovine MsrA, absorbance read-out; in the data active means inhibition above about 4.5%;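 further: 0% = vehicle wells with enzyme and 100% = reference inhibitor wells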
The depositor's hits bear a star; x = no result given.

canonical_smiles	DNMT1 inh	CendR NRP1 mod	STEP block	SUMO1 PPI mod	LMPTP block	bovine MsrA act	eLon inh	Scp1 inh	TbMetRS inhib	MsrA inhibitor
Cc1ccc(C)c(NC2=NCC(=O)N2c2ccc3c(c2)OCCO3)c1	0	6	1	4	-1.0	1	-2	-5	-0.3	0.0
CC1(C)Cc2c(C#N)c(OCC(=O)c3ccc(Cl)cc3)nc(-c3ccoc3)c2CO1	1	2	0	-5	-0.8	-11	-9	-4	-1.5	-1.0
CCCn1c(N)c(C(=O)CSc2nnc3n2CCCCC3)c(=O)[nH]c1=O	6	12	-4	8	16	0	-8	-6	-0.2	1.0
COc1ccc(Cl)cc1NC(=O)C1(c2cccs2)CCOCC1	-10	0	1	4	1.5	-1	4	-22	-0.6	0.5
CCn1c(SCC(=O)N/N=C(\C)c2ccco2)nnc1-c1ccccc1	2	-14	-2	-2	0.0	-1	-8	3	-0.1	1.1
Cc1cc(C)cc(-c2nnc(SCC(=O)c3ccc4c(c3)OCCO4)o2)c1	8	-8	0	-6	1.2	-4	-11	-4	-1.0	1.0
Cc1ccc(OCCC(=O)NNC(=O)c2ccncc2)cc1	1	14	0	-9	-0.2	0	1	x	0.2	0.3
Cc1ccc(NC(=O)c2ccc(N/N=C/c3cccc(O)c3)c([N+](=O)[O-])c2)cc1	32	-26	9	-26	3.3	-5	-5	-4	-0.7	1.2
C[C@H]1CN(c2ccc(Br)cc2)C(=O)[C@@H]1CC(=O)Nc1ccccc1	-4	-9	2	3	1.1	-1	10	x	-0.7	1.1
COc1ccc(NC(=O)C2CCC(C(C)(C)C)CC2)cc1S(=O)(=O)N1CCOCC1 (stereo unspecified)	-15	-7	1	4	0.6	-11	-7	15	-0.6	1.2
O=C(c1cc(COc2ccc(F)cc2Cl)on1)N1C[C@H]2CC[C@H]1C2	2	-2	-1	8	-0.7	-11	-2	-2	-0.8	-0.8
O=C(CCS(=O)(=O)c1ccc(Br)cc1)N1CCN(c2ccc(F)cc2)CC1	16	3	3	5	-1.0	0	4	18	-0.5	-1.1
CCOC(=O)N1CCN(C(=O)CN2C(=O)c3ccccc3S2(=O)=O)CC1	0	1	0	28	-0.5	-2	-15	-7	0.0	-0.3
O=S(=O)(c1ccc(S(=O)(=O)N2CCCC3(CCCCC3)C2)cc1)N1CCCCC1	19	5	-4	-3	-1.8	-3	-4	-15	-0.9	-0.7
O=[N+]([O-])c1cccc(S(=O)(=O)NCCOc2cccc3cccnc23)c1	-1	7	-1	-31	-0.7	-2	-4	-5	0.4	0.3
CCN(CC)C(=O)c1cn(C)c2ccc(S(=O)(=O)N(CC)CC)cc2c1=O	1	-13	-3	4	-1.3	0	-6	-7	0.2	1.7
C1=C(CCNC2=NCCCCC2)CCCC1	-4	-1	0	-2	0.4	-12	1	3	-1.1	-0.7
O=S(=O)(Nc1nc(-c2ccccc2)cs1)c1cc(Cl)ccc1Cl	-2	-55	-8	11	0.4	-13	-4	-5	-2.3	-0.5
COc1ccc(CN2CCCC(C(=O)Nc3cccc(-n4cnnn4)c3)C2)c(C)c1C (stereo unspecified)	-3	11	1	7	0.6	-2	-12	-3	0.5	-0.3
Cc1csc(NC(=O)CCSCCc2ccccn2)n1	-5	2	-2	-5	1.2	-1	0	-7	-0.2	-1.6

5 compounds already listed, arranged by their value in TbMetRS inhib, highest first:
Compound | TbMetRS inhib
O=[N+]([O-])c1cccc(S(=O)(=O)NCCOc2cccc3cccnc23)c1 | 0.4
Cc1ccc(OCCC(=O)NNC(=O)c2ccncc2)cc1 | 0.2
CCn1c(SCC(=O)N/N=C(\C)c2ccco2)nnc1-c1ccccc1 | -0.1
O=C(CCS(=O)(=O)c1ccc(Br)cc1)N1CCN(c2ccc(F)cc2)CC1 | -0.5
COc1ccc(Cl)cc1NC(=O)C1(c2cccs2)CCOCC1 | -0.6

Returning to the listing, starting 2 compounds before the break.
canonical_smiles	DNMT1 inh	CendR NRP1 mod	STEP block	SUMO1 PPI mod	LMPTP block	bovine MsrA act	eLon inh	Scp1 inh	TbMetRS inhib	MsrA inhibitor
COc1ccc(CN2CCCC(C(=O)Nc3cccc(-n4cnnn4)c3)C2)c(C)c1C (stereo unspecified)	-3	11	1	7	0.6	-2	-12	-3	0.5	-0.3
Cc1csc(NC(=O)CCSCCc2ccccn2)n1	-5	2	-2	-5	1.2	-1	0	-7	-0.2	-1.6
Cc1c(NC(=O)c2ccccc2F)c(=O)n(-c2ccccc2)n1C	8	-3	-9	0	0.3	-9	-2	-4	-0.9	-0.2
O=C(c1cnn2cccnc12)N1CCN(c2ccccc2)CC1	3	-28	-8	4	-1.5	1	-13	-5	0.0	0.2
CCOC(=O)c1c(C)oc(NC(=O)CCl)c1C(=O)OCC	0	15	-1	3	-1.2	-3	-9	-7	-0.6	-0.3
O=C(Cn1nc(Cl)nc1Cl)c1cc2ccccc2oc1=O	3	-14	1	-20	-5.4	-10	3	-4	-1.1	1.2
CCC(CC(C)(C)O)C(=O)NNC(=S)Nc1ccccc1 (stereo unspecified)	0	-1	1	0	-1.1	0	3	-3	-0.6	-1.0
CC1C(=O)N2CCCc3cc(NC(=O)c4ccccc4Br)cc1c32 (stereo unspecified)	-1	1	12	-4	0.4	-2	4	-6	-0.2	-0.5
CC(C)(C)c1ccc(C(=O)N2CCCC2c2cccs2)cc1 (stereo unspecified)	2	4	0	0	2.7	-2	6	-4	0.3	0.5
CC(/C=N/NC(=O)c1c(Br)cnn1C)=C\c1ccccc1	2	12	2	-20	-0.7	-11	2	-6	-1.9	2.4
COc1ccc2[nH]c(C(=O)O)c(NS(=O)(=O)c3ccc(C)c(C)c3)c2c1	-3	-1	10	-1	-0.8	0	6	-1	-0.1	-0.3
O=C(CCc1nnc2ccc(NCCCN3CCCC3=O)nn12)NCc1ccccc1Cl	2	10	0	4	0.2	-1	-3	-7	0.4	0.2
Cc1cccc(N2CCN(CC(O)COc3ccccc3Cl)CC2)c1 (stereo unspecified)	8	12	-2	-6	-2.0	-5	4	2	-1.8	-0.7
COc1ccc(-c2cc(=O)[nH]c3ccccc23)cc1	2	-5	-2	0	1.8	0	-1	3	-0.4	0.3
CS(=O)(=O)N1CCCC(C(=O)NCCCN2CCC(Cc3ccccc3)CC2)C1 (stereo unspecified)	7	0	-2	1	-2.0	-1	-8	-11	0.7	-1.0
Oc1ccc(CN2CCCc3ccccc32)c2cccnc12	27	-9	3	0	19	-3	9	-11	-0.6	x
COc1ccc(CNCC(O)(c2ccc(F)cc2)c2ccc(F)cc2)cc1OC	2	10	4	-1	-1.7	0	-4	3	-0.4	-0.5
Fc1ccc(C2Nc3cccc4cccc(c34)N2)cc1	-5	21	8	-6	3.0	-1	-5	14	-1.2	-0.2
COc1ccc([C@H]2CC(=O)C=C(c3cc(Cl)cc(Cl)c3)C2)cc1	4	11	3	-6	3.3	-2	5	-6	0.1	-0.5
Cc1cccc(C)c1OCc1cc(C(=O)N2CCN(Cc3nccn3C)CC2)no1	0	0	-4	-3	0.2	-3	6	-6	0.2	-0.1
O=C(Nc1cccnc1)c1cccc(S(=O)(=O)Nc2cccc(Cl)c2)c1	0	3	-1	9	1.0	-3	-4	-7	1.3	0.4
CC(C)Oc1cc(F)ccc1-c1cc(C(=O)NCC2CCCCC2)[nH]n1	-1	1	1	5	0.7	-4	7	x	0.4	-0.5
CCOc1cc(-c2nc(C)c(C(C)=O)n2O)ccc1OCC(=O)Nc1ccccc1	-5	-12	9	5	-0.7	-4	-7	-1	-0.5	-0.3
O=C(Cn1c(C(F)(F)F)nc2ccccc21)c1ccc(Br)cc1	0	7	-1	-1	-0.8	-11	-4	-5	-0.7	1.7
C[C@H](CO)N1C[C@H](C)[C@@H](CN(C)C(=O)Nc2ccc3c(c2)OCO3)Oc2ccc(NC(=O)Nc3ccc(C(F)(F)F)cc3)cc2C1=O	-33	4	-5	4	4.9	-2	-9	-2	0.0	0.0

Part of the list above, showing only eLon inh.
| molecule | eLon inh |
| --- | --- |
| O=C(Cn1nc(Cl)nc1Cl)c1cc2ccccc2oc1=O | 3 |
| O=C(Nc1cccnc1)c1cccc(S(=O)(=O)Nc2cccc(Cl)c2)c1 | -4 |
